Assay outcomes from PubChem.
Tn7 DDE FP: DD(E)-Tn7 binding inhibition, primary FP screen. FP displacement of FITC-Tn7 peptide from fibrin DD(E); 0% = median of compound wells per plate. inhibition, % at 8.3 µM. AID 720508. P02675. actives 0.13% (n = 370,000);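 active = inhibition above the mean of compounds falling within the control limits plus 3 SD of them, cut at about 14% in these data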;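 also: 0% = plate median of compound wells and 100% = 10 µM Aha-Tn7 peptide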
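Assay system: human fibrin DD(E) protein / Input: 2 µM fibrin DD(E) / Benchmarks: high control of 10 µM Aha-Tn7 peptide / Measured by: fluorescence polarization of the labelled Tn7 tracer / Medium: Tris buffer with calcium and detergent, pH 7.8 / Timing: 10 min compound pre-incubation, 3 h probe incubation at room temperature / Repeats: one replicate per compound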
DDE Tn6 FP inh: inhibitors of Tn6 peptide binding to human fibrin DD(E). Fibrin DD(E) TRITC-Tn6 fluorescence polarization displacement. inhibition, % at 8.3 µM. actives 0.21% (n = 370,000). AID 720509;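 active = inhibition above a per-campaign cutoff: mean of compounds within control limits plus 3 SD, cut at about 15% in these data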;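 also: 0% = median of all compound wells on the plate and 100% = blocking peptide control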
SIAE inh: inhibitors of human sialic acid acetylesterase SIAE. Q9HAT2. SIAE FP-Rh probe binding, fluorescence polarization. inhibition, % at 9.66 µM. actives 0.69% (n = 370,000);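 active = inhibition above a cutoff: mean of compounds within the control limits plus 3 SD of those, cut at about 17% in these data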;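 also: 0% = plate median of compound wells and 100% = probe without SIAE protein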
UHRF1 MBD2 ctr: UHRF1 methyl-DNA binding inhibition; UHRF1 binding to methylated oligo, TR-FRET; inhibition, % at 4.4 µM; actives 0.75% (n = 370,000); in the data active = inhibition above about 21%;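 also: UHRF1 SRA domain binding a hemimethylated CpG hairpin DNA probe; 0% = median of test compound wells and 100% = reference inhibitor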
TCR-CD3 inh: inhibitors of human TCR-CD3 interaction. TAMRA-labeled TCR probe fluorescence, biochemical. inhibition, % at 9.4 µM. actives 0.37% (n = 360,000). AID 651800; in the data active = inhibition above about 19%;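 also: recombinant mutant TCR 2C K166C tagged with TAMRA read by polarization; 0% = receptor in buffer alone and 100% = receptor with positive control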
MBD2 DNA inh: blocks human MBD2 binding to methylated DNA. TR-FRET, MBD2 binding to methylated oligonucleotide. inhibition, % at 4.4 µM. actives 0.31% (n = 370,000). AID 686964; in the data active = inhibition above about 13%
Target sequence (Q9UBB5 whole entry, looked up): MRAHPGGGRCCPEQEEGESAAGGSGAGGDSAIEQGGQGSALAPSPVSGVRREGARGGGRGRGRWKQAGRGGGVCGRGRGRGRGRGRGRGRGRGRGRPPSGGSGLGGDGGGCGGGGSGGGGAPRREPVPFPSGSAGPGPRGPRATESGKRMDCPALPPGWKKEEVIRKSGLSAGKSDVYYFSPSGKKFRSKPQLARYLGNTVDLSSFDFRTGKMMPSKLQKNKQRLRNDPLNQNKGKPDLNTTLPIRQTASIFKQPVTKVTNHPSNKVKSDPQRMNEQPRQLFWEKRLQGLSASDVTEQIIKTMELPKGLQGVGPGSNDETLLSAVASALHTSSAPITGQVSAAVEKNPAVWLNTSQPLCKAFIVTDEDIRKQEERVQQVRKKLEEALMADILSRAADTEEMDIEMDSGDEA
LEDGF integ inh: blocks HIV-1 LEDGF/p75-dependent DNA integration. TR-FRET IN-LEDGF/p75 DNA integration, Eu/Cy5. AID 743269. inhibition, % at 3.7 µM. actives 0.64% (n = 370,000);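 active = inhibition above the screen-wide mean plus 3 SD, cut at about 13% in these data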;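 also: signal is the Cy5 over europium emission ratio at 671 and 618 nm; 0% = plate median of compound wells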
PRMT1 FP inh: blocks human protein arginine methyltransferase 1 | Q99873 | recombinant PRMT1, activity-based probe fluorescence polarization | inhibition, % at 2.79 µM | actives 1.3% (n = 370,000) | AID 652257;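 active = inhibition above about 21% made by adding two undisclosed values, limit read from the data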
proKLK7 act: proKLK7 (human) activation, primary screen. purified proKLK7, EDANS-DABCYL substrate fluorescence; 100% is mature enzyme control, 0% vehicle. activation, % at 7 µM. actives 0.9% (n = 370,000). AID 652039;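 active = activation above the mean of all tested compounds plus 3 SD, computed per campaign excluding outliers beyond control limits, cut at about 13% in these data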
Target sequence (P49862 whole entry, looked up): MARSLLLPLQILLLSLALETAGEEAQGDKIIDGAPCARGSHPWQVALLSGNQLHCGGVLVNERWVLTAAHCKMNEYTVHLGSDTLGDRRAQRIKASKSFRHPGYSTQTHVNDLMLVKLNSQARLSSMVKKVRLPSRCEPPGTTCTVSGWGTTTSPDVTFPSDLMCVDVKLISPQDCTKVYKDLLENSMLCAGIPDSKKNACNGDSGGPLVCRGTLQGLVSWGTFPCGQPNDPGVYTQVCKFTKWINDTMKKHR
TDP2 absorb: TDP2 (human) inhibition, absorbance primary screen; recombinant TDP2, T5PNP hydrolysis, p-nitrophenol absorbance 415 nm; O95551; inhibition, % at 12.8 µM; actives 0.34% (n = 370,000);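 active = inhibition above the mean of all tested compounds plus 3 SD, set per campaign, cut at about 25% in these data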;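 also: 0% = DMSO with enzyme and 100% = buffer with substrate but no TDP2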
Target sequence (O95551 whole entry, looked up): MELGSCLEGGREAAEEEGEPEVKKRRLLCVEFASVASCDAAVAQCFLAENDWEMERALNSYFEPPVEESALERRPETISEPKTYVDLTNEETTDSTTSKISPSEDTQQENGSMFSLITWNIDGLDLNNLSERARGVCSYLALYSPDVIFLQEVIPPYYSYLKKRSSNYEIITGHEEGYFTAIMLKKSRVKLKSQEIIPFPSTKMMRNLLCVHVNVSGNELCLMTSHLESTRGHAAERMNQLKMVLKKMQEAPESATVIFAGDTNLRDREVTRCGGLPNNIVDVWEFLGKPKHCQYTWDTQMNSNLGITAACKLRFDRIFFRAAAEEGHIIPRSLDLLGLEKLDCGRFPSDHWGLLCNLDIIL
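Evaluation: % inhibition relative to enzyme-containing and enzyme-free wells. Material: recombinant human TDP2. Benchmarks: enzyme-free and DMSO wells. Timing: enzyme reaction with compound for 2 h at 37 °C. Compound dosing: 12.8 µM only. Measured by: p-Nitrophenol epi absorbance. Reagent: T5PNP substrate at 5 mM, a TopII-DNA adduct mimic. Replication: single well per compound.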
Active calls of the source: *; / = not tested or not shown.

SMILES	Tn7 DDE FP	DDE Tn6 FP inh	SIAE inh	UHRF1 MBD2 ctr	TCR-CD3 inh	MBD2 DNA inh	LEDGF integ inh	PRMT1 FP inh	proKLK7 act	TDP2 absorb
CCOc1ccc(Nc2oc(-c3cccc(Cl)c3)nc2C#N)cc1	-0.7	3.0	-9.0	-1.4	4.5	3.4	-4.9	2.1	0.2	-10.3
O=C(CN1CCN(S(=O)(=O)c2ccc(F)cc2)CC1)N1CCOCC1	-3.7	-1.4	-2.9	-5.0	3.9	-3.8	4.6	-3.9	0.6	-2.0
Cc1ccc2c(c1)c1nnc(SCC(=O)Nc3ccccc3C(F)(F)F)nc1n2CC(=O)O	-1.1	5.3	-5.1	-4.1	0.9	-1.0	0.4	-1.0	0.1	7.7
Cc1ccc(C(=O)OC(C)C(=O)Nc2ccc3c(c2)OCO3)c(O)c1 (stereo not drawn)	-6.3	-0.8	-2.2	1.7	-3.4	-0.4	5.0	-2.7	-0.3	-15.8
COc1ccc(CCNC(=O)C2CCC(=O)N(C3CC3)C2)c(OC)c1 (stereo not drawn)	0.2	-3.0	-1.9	-0.8	-1.5	-0.2	-2.3	0.1	-0.7	4.8
COc1ccc(C(C(=O)NCCC(C)C)N(CCO)C(=O)c2snc(C(N)=O)c2N)cc1OC (stereo not drawn)	-6.3	4.7	2.0	-0.8	6.6	-2.6	3.1	-1.5	1.2	5.5
CCOC(=O)C1CCCN(C(=O)c2ccc3c(c2)C(C)(C)CCC3(C)C)CC1 (stereo not drawn)	1.5	2.4	0.4	1.0	0.1	-1.9	-1.7	1.3	0.2	-6.0
COC(=O)C1=CN(c2cccc(OCc3ccccc3)c2)C(N)=C(C#N)C1c1cccc(OC)c1OC (stereo not drawn)	4.8	4.1	4.2	0.3	3.5	1.6	-1.3	-1.7	0.1	-4.8
Cc1ccc(CNC(=O)C2(c3cccs3)CCOCC2)cc1	11.3	3.9	3.6	3.6	-3.3	2.5	-1.2	0.6	-0.2	10.8
Cc1ccc(S(=O)(=O)N(C)CC(=O)Nc2ccc3c(c2)OCO3)cc1	-2.4	-0.2	10.6	-0.1	3.1	0.8	-0.2	-0.1	-0.3	10.4
Cc1csc(=O)n1CC(=O)OCC(=O)NCc1ccc(Cl)cc1Cl	-3.7	-1.5	0.0	-1.0	-2.2	0.3	0.1	-0.8	0.3	6.1
Cc1c(C(=O)Nc2cccc(F)c2)cnn1-c1ccccc1	-0.5	-3.2	3.7	-0.1	-5.6	13.2*	-0.8	1.6	-0.9	-14.8
Cc1onc(-c2ccccc2)c1C(=O)N1CCN(c2ccccc2F)CC1	-1.7	0.3	-6.2	-0.6	-2.3	3.8	-0.7	3.4	-0.3	-17.5
O=C(COc1ccc(Cl)cc1)NCCC1=CCCCC1	1.8	-1.9	4.2	5.1	4.7	-2.4	3.6	-4.9	0.1	5.0
Cc1ccc(C)c(N2CCN(S(=O)(=O)c3ccc4c(c3)CC(C)N4C(=O)C3CC3)CC2)c1 (stereo not drawn)	1.1	5.0	1.9	0.0	5.7	-2.5	-1.5	0.1	0.2	-8.8
Cc1ccc(Cl)cc1NC(=O)c1ccc(Cn2cc(Cl)cn2)cc1	-11.1	-0.8	-1.4	2.3	6.1	-1.5	2.5	-1.1	0.3	2.5
C/C(=N\Nc1nc2ccccc2c(=O)n1O)c1ccco1	0.5	2.7	3.4	1.7	20.1*	-3.0	13.2	36.1*	-1.2	-18.2
CS(=O)(=O)N1CCC(C(=O)Nc2c(F)cccc2F)CC1	1.4	-3.7	3.5	3.5	-8.1	3.3	-1.1	0.7	-0.1	-0.9
CN1CCN(c2ccc(S(=O)(=O)N3CCCCC3)cc2NC(=O)/C=C/c2ccc(OC(F)F)cc2)CC1	9.7	-0.2	8.2	-0.3	7.6	1.2	-0.1	-1.1	-1.8	10.0
CCOC(=O)c1nnc2cc(-c3ccccc3)nn2c1C	-2.2	3.1	-5.7	1.8	-7.5	4.7	0.3	3.1	0.0	2.2
CC(C)(C)S(=O)(=O)c1cnc2c(-c3ccc(Cl)cc3)cnn2c1N	1.8	2.6	5.0	-1.9	2.5	-3.3	-3.6	-3.3	0.0	-1.2
Cc1ccc(SCC(=O)OCC(=O)NCCCc2ccccc2)cc1	3.2	8.9	-1.2	-0.1	3.7	-2.7	-0.2	-1.3	0.4	-4.3
C[C@@H]1C(=O)OC[C@H]1NC(=O)OCc1ccccc1	0.7	0.1	6.7	-1.3	7.3	-2.0	-1.6	-2.0	0.2	3.6
COc1cc(OC)cc(C(=O)NNC(=O)CCc2nc3ccccc3c(=O)[nH]2)c1	-0.2	-4.5	4.6	0.5	8.2	-3.3	2.3	-2.1	-0.3	-12.2
CCOc1ccc(C(=O)N[C@H](C(=O)NC2CCCCC2)C(C)C)cc1	2.4	-2.6	-4.1	0.4	-1.9	0.8	-1.6	0.7	0.7	-1.4
Cc1ccc(N2C(=O)N(CC(=O)Nc3cc(C)cc(C)c3)C(=O)C2C)cc1 (stereo not drawn)	1.7	0.8	-9.6	4.0	-2.9	6.8	3.9	7.0	-1.3	-23.0
O=C(CN(C1CCCCC1)S(=O)(=O)c1ccccc1)NCC1CCCO1 (stereo not drawn)	-3.2	3.7	2.4	1.8	-2.9	2.4	-3.0	1.7	0.3	4.8
CC1=C(C(=O)N(C)C)CC(CC(=O)NCCCCc2ccccc2)C(=O)N1CCC1=CCCCC1 (stereo not drawn)	0.7	-0.3	4.3	-0.1	3.8	-2.6	6.4	-7.5	0.9	-3.8
O=C(CSc1nnc(NC(=O)CN2CCOCC2)s1)Nc1ccccc1	4.5	4.0	0.7	-0.9	5.0	-1.2	-2.8	-0.3	-0.4	11.8
CC(C)CNC(=O)C(=O)NCC1CCCN1S(=O)(=O)c1cccs1 (stereo not drawn)	3.6	-5.8	-2.5	1.2	-0.2	-3.4	-2.3	5.6	0.0	5.5
O=C(Nc1cc(=O)[nH]c(=O)[nH]1)c1cccc(C(F)(F)F)c1	0.4	1.7	-2.6	-2.2	-1.9	-2.4	-0.1	-1.8	0.2	16.3
C/C(CCc1ccccc1)=N\NC(=O)CC(=O)NCCc1ccccc1	2.5	5.5	3.3	4.9	-3.6	2.4	-3.6	1.8	-0.3	-7.8
Cc1ccc(NC(=O)C2CC(=O)N(CCc3ccccc3)C2)cc1Cl (stereo not drawn)	-1.4	-8.0	-4.8	-3.2	-0.5	-3.9	6.8	-3.5	-0.7	-2.0
O=C(NC1CCCCC1)C(c1ccnc2ccccc12)N1CCc2ccccc2C1 (stereo not drawn)	3.2	5.5	-1.0	-4.8	-3.0	-0.5	2.5	5.9	-0.7	11.2
COc1ccc(N2CCN(CCC(N)=O)CC2)cc1	-2.5	1.2	-2.4	-0.7	5.9	3.8	0.8	-3.0	0.2	-5.4
CC(C)NC(=O)C1C(c2ccc(C(F)(F)F)cc2)=Nc2ccccc2N1C(=O)c1cccc(C(F)(F)F)c1 (stereo not drawn)	1.1	1.8	1.7	-1.6	3.4	1.8	1.9	-0.6	-58.3	0.0
Cc1ccc(N2C(=O)N(CC(=O)Nc3cccc([N+](=O)[O-])c3C)C(=O)C2C)cc1 (stereo not drawn)	-0.2	1.3	-1.3	0.1	0.9	0.8	1.5	-2.5	0.5	5.9
Oc1ccccc1CC=NC1CCCCC1	-3.0	-9.1	-4.0	4.4	4.5	3.7	2.2	0.7	-0.2	-9.9
CCOC(=O)c1sc(NC(=O)c2cc3n(n2)C(C(F)(F)F)CC(c2cccs2)N3)c(C(=O)OCC)c1C (stereo not drawn)	-2.5	-4.6	-7.5	1.1	-3.8	-1.1	-0.5	0.2	-0.5	-3.4
Cc1cc2ccccc2c(=O)n1CC(=O)NCC(=O)N1CCN(c2cccc(Cl)c2)CC1	-1.2	6.2	5.3	-0.6	8.3	1.3	-1.3	-2.4	0.1	-0.5

In another format: 2 of the compounds above
CC1=C(C(=O)N(C)C)CC(CC(=O)NCCCCc2ccccc2)C(=O)N1CCC1=CCCCC1 (stereo not drawn)
  Tn7 DDE FP: 0.7
  DDE Tn6 FP inh: -0.3
  SIAE inh: 4.3
  UHRF1 MBD2 ctr: -0.1
  TCR-CD3 inh: 3.8
  MBD2 DNA inh: -2.6
  LEDGF integ inh: 6.4
  PRMT1 FP inh: -7.5
  proKLK7 act: 0.9
  TDP2 absorb: -3.8
O=C(CSc1nnc(NC(=O)CN2CCOCC2)s1)Nc1ccccc1
  Tn7 DDE FP: 4.5
  DDE Tn6 FP inh: 4.0
  SIAE inh: 0.7
  UHRF1 MBD2 ctr: -0.9
  TCR-CD3 inh: 5.0
  MBD2 DNA inh: -1.2
  LEDGF integ inh: -2.8
  PRMT1 FP inh: -0.3
  proKLK7 act: -0.4
  TDP2 absorb: 11.8

Continued.
SMILES	Tn7 DDE FP	DDE Tn6 FP inh	SIAE inh	UHRF1 MBD2 ctr	TCR-CD3 inh	MBD2 DNA inh	LEDGF integ inh	PRMT1 FP inh	proKLK7 act	TDP2 absorb
COc1ccc(NC(=O)c2nnn(Cc3cccc(F)c3)c2N)c(OC)c1	3.2	15.2	0.9	-3.1	6.6	-5.2	-1.8	-0.6	-3.2	3.8
O=C(COC(=O)c1cc(Cl)nc(Cl)c1)Nc1ccc(Cl)c(S(=O)(=O)N2CCOCC2)c1	-1.0	5.5	-2.1	0.9	-4.8	-3.6	2.1	4.8	0.0	5.8
COc1cccc(NC(=O)CN(C)C(=O)c2ccc(NC3CC3)c([N+](=O)[O-])c2)c1	-4.4	-0.3	-1.3	-4.5	-1.8	-5.6	-1.9	2.3	-0.4	-6.8
O=C(CCN1C(=O)/C(=C/c2ccco2)SC1=S)Nc1ccc(O)cc1C(=O)O	1.3	-11.2	-1.6	94.6*	-3.8	68.4*	78.1*	68.3*	-0.5	26.9*
CCOC(=O)[C@@]12CN(C(=O)OC(C)(C)C)CC=C1N(Cc1ccc(OC)cc1)C(=O)[C@H]2CC(=O)N1CCN(C(=O)c2ccco2)CC1	4.2	-2.0	8.9	-0.5	/	2.7	-3.1	-0.9	-0.1	12.7
CCOC(=O)CSc1cc(C(F)(F)F)nc(-c2ccccn2)n1	4.1	1.5	-0.6	-3.2	0.0	-3.0	2.4	-0.8	-0.1	-2.3
CCOc1ccc(N2CC(C(=O)NCc3ccc4c(c3)OCO4)CC2=O)cc1 (stereo not drawn)	4.1	1.9	14.1	0.2	5.2	-3.6	-0.2	0.5	-0.1	-3.9
O=C(O)c1csc(Cc2ccccc2)n1	-0.4	1.4	-0.7	0.7	5.9	-0.6	-0.7	1.5	0.4	10.8
O=c1[nH]c2ccccc2nc1Cc1ccccc1	1.2	-5.4	-0.6	-1.5	1.1	-5.2	-0.1	-0.1	1.4	-0.4
O=c1cc(-c2ccc(Br)cc2)[nH][nH]1	5.8	0.4	8.0	1.9	1.5	-0.3	5.1	-1.1	0.2	51.0*
Cc1nn(-c2ccc(Cl)c(Cl)c2)c(C)c1C(=O)O	4.6	0.1	0.4	1.2	-2.1	-0.3	-3.1	2.5	-0.2	-9.0
COc1ccccc1NS(=O)(=O)c1ccc2c(c1)NC(=O)C(C)S2 (stereo not drawn)	-7.6	-5.0	0.1	-0.1	-0.1	1.1	-2.5	-1.3	1.0	6.0
